Screening data deposited in PubChem by several laboratories.
Runt-CBFb FRET: blocks binding of human RUNX1 Runt domain to CBFb; hit rate 0.46% among 220,000; Cerulean-Runt/Venus-CBFb FRET ratio 530/480, 1 h; AID 1496; Q01196+Q13951; inhibition, % at 20 µM;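 active = inhibition over about 50% at 20 µM in the single-dose screen, limit read from the data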;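 also: 0% = DMSO wells and 100% = excess unlabeled CBFb competitor control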
Target sequence (Q01196 whole entry, looked up, the tested form may be a part): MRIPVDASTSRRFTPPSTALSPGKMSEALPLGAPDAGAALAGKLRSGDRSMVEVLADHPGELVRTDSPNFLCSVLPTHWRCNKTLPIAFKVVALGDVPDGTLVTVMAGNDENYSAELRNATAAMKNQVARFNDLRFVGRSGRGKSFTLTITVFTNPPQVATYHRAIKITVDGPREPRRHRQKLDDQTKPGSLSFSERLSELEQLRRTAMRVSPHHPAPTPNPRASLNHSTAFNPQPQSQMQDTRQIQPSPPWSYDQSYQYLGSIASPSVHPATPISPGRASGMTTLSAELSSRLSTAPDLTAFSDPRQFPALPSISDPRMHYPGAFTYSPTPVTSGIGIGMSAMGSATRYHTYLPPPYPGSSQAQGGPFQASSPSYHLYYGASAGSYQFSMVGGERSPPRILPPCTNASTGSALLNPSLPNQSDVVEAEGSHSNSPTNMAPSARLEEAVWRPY
Target sequence (Q13951 whole entry, looked up, the tested form may be a part): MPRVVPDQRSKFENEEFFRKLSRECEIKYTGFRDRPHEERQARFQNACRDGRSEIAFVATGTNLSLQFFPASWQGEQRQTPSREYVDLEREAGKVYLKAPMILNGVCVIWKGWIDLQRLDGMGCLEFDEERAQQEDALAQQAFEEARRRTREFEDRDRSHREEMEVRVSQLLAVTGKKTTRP
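Reagent – Venus-CBFb binding partner, 100 nM · Assay system – Cerulean-tagged RUNX1 Runt domain (FRET donor) fusion protein · Input – 100 nM per protein · Incubation – two 1 h room-temperature incubations shielded from light · Measured by – FRET fluorescence · Medium – Tris buffer pH 7.5 with salts and BSA · Benchmarks – unlabeled CBFb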
Runt-SMMHC FRET: blocks binding of human RUNX1 Runt domain to CBFb-SMMHC. Q01196+Q13951. Cerulean-Runt/Venus-CBFb-SMMHC FRET ratio 530/480, 1 h. inhibition, % at 20 µM. hit rate 0.74% among 220,000. AID 1434;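 active = mean inhibition across duplicate retests at 20 µM reaching about 50%, limit read from the data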;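 also: 0% = DMSO wells and 100% = wells with excess untagged CBFb-SMMHC; inhibitors lower the FRET ratio by blocking Runt binding to CBFb-SMMHC; some results filed as inactive read as strong as hits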
RBBP9 inhibitor: inhibitors of human serine hydrolase RBBP9 | O75884 | recombinant RBBP9, FP-Rh probe fluorescence polarization | inhibition, % at 7.94 µM | hit rate 0.2% among 220,000 | AID 1515;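 active = inhibition above the campaign mean of all tested compounds plus 3 SD, cut at about 14% in these data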;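 also: plate controls were DMSO wells with RBBP9 for no effect and wells lacking RBBP9 protein for full effect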
Target sequence (O75884 whole entry, looked up): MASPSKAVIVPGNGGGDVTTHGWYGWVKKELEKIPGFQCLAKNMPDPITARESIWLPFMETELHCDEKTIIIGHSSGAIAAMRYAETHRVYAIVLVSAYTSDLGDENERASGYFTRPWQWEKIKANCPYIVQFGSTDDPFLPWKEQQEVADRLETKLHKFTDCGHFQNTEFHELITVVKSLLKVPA
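Assay system: recombinant human RBBP9; Reagent: Serine-hydrolase probe FP-Rh, 375 nM pre-mixing; Doses: 7.94 µM single dose, 0.794% DMSO; Incubation: 30 min then 45 min, 25 °C; Detection: fluorescence polarization (mP), excitation 525 nm, emission 598 nm; Evaluation: percent inhibition from mP, scaled between DMSO and no-protein wells.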
TNF death inh: inhibitors of TNF-alpha induced necroptosis in Jurkat FADD-/- cells; activation (protection from cell death), % at 10 µM; hit rate 0.068% among 220,000; AID 463075; Jurkat FADD-/- TNF necroptosis rescue, ATP luminescence, 24 h; 0 = TNF only, 100 = no-TNF cells;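 active = activation, meaning protection from cell death, of at least 50% relative to plate controls; inactive = activation below 50%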;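 also: necroptosis triggered by 40 ng/mL TNF-alpha added together with compound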
EP2 antag: inhibitors of human EP2 prostaglandin E2 receptor | C6 glioma cells expressing human EP2, cAMP TR-FRET; cells stimulated with saturating PGE2 | inhibition, % at 25 µM | hit rate 0.52% among 260,000 | AID 1422;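 active = percent inhibition above 40 after rounding to a whole number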;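 also: rat C6 glioma host cells with rolipram phosphodiesterase inhibitor present; the protocol text gives 20 µM as final concentration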
EP2 modulator: modulates human prostaglandin E2 receptor EP2 signaling; AID 940; EP2-expressing cells, cAMP HTRF FRET, PGE2 co-stimulation; P43116; hit rate 0.83% among 260,000; induction, % at 25 µM;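 active = compounds whose cAMP rise, as percent of the full-agonist control response, exceeds 60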;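 also: rat C6 glioma line stably carrying human EP2 under a CMV promoter; the protocol text gives 20 µM as final concentration; 100% = response of wells given 1 µM PGE2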
PERK inhibitor: blocks human PERK kinase; hit rate 0.17% among 220,000; inhibition, % at 5.6 µM; CHO PERK-DD fusion, SEAP luminescence translation reporter;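 active = inhibition above the mean inhibition of all tested compounds plus 3 SD, set separately per screening campaign, cut at about 2.9% in these data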;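 also: PERK kinase domain activated by AP20187 dimerizer at 100 nM; 0% = DMSO with dimerizer and 100% = rapamycin at 8.4 µM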
Hck Nef HTS: human Hck-Nef kinase inhibition | P08631 | Recombinant Hck-YEEI plus Nef, Z-Lyte FRET kinase assay | inhibition, % at 20 µM | hit rate 0.68% among 220,000 | AID 463187;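 active = Hck-Nef kinase inhibition above about 50%, limit read from the data; inactive = inhibition below that limit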;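 also: 0% = DMSO with Hck plus Nef and 100% = Hck alone without Nef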
zVAD death inh: L929 zVAD cell death inhibition; L929 zVAD necroptosis rescue, ATP luminescence, 24 h; with zVAD 60 µM; viability rescue, % at 10 µM; hit rate 0.38% among 220,000; AID 1377;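 active = activation, scaled between plate controls, above about 75%, limit read from the data; inactive = activation under that limit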;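 also: 0% = zVAD with DMSO and 100% = DMSO alone without zVAD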
An asterisk follows results filed as active; x = no result given; & = joins results of further samples. A portion of the library; count on the stated rates, not on these rows.

The line under a structure holds: Runt-CBFb FRET, PERK inhibitor, RBBP9 inhibitor, zVAD death inh, Hck Nef HTS, TNF death inh, EP2 antag, EP2 modulator, Runt-SMMHC FRET
- O=C(Cn1nnc(-c2ccc(N3CCOCC3)cc2)n1)OC1CCCCC1
    -4, 0.5, -11, -0.5, -1, -1.7, 3&4, -11&-66, -1
- NC(=O)c1ccc(Oc2ccc(Cl)c3ccccc23)c([N+](=O)[O-])c1
    -4, 0.6, -5, 0.8, 2, 0.7, 7, -1, 1
- CN(C)S(=O)(=O)Nc1ccc2c(c1)OCO2
    -4, x, x, x, x, x, 8, 25, -4
- CCOc1ccccc1NC(=O)CSc1nnc(-c2ccccc2Cl)n1Cc1ccco1
    5, -0.5, -9, -0.4, 1, -2.4, 13, 3, 0
- Cc1cccc(N(C)C(=O)c2coc(=O)c3ccccc23)c1
    -1, 0.9, 3, -0.9, 2, -0.6, 11, -22, 1
- Fc1cnc(N/N=C/c2ccc(-c3ccc(Br)cc3)o2)nc1N1CCOCC1
    -1, -2.5, 1, 2.5, 19, -13, 10, -34, 6
- COc1ccc(NC(=O)c2cccnc2Nc2ccccc2)cc1
    3, -0.9, -6, -0.5, -1, -0.2, -1, -17, -2
- S=c1[nH]c2ccccc2o1
    6, 0.0, -8, 0.2, 7, -0.6, 4, 12, 3
- c1ccc(CSc2nc3ncncc3[nH]2)cc1
    0, 1.9, -16, 0.2, 21, 0.5, 0, 23, 1
- O=C(O)/C=C(\Oc1ccccc1)C1(O)CCCCC1
    0, 0.3, -13, 0.2, 8, -0.9, 0, -6, 0
- c1ccc(CNc2nc(CN3CCOCC3)nc3scc(-c4ccccc4)c23)cc1
    -11, -0.6, -9, 0.2, -18, 1.0, 12, -15, -2
- O=C(COc1ccc(F)cc1)N(c1ccccn1)C1CCCCC1
    1, -0.4, -1, x, 2, 1.7, 4, 9, 3
- CC1CC(=O)C(C2c3ccccc3CCN2C(=O)CCl)C(=O)C1 (stereo unspecified)
    -3, 0.2, 1, 1.3, 1, 1.3, 3, 21, -4
- COc1ccc(Nc2cc(C)nc(NCc3ccccc3)n2)cc1
    0, -0.5, 1, 0.4, 4, 0.0, 4, -40, 2
- COc1ccc(S(=O)(=O)Nc2nnc(CC(C)(C)C)s2)cc1
    0, 0.7, -2, -0.6, 18, 0.4, 4, 15, -2
- Cc1cc(/C=N/NC(=O)c2ccc(O)cc2)c(C)n1CC(C)C
    -1, 0.9, -1, 1.9, 3, -0.7, 13, -31, -3
- COc1cc(/C=N/n2c(-c3cc(C)[nH]n3)n[nH]c2=S)cc(OC)c1OC
    13, 0.1, -9, 0.9, -9, -1.5, 7, -9, 15
- O=C(CN1CCOCC1)NN=C1CCCCCCCCCCC1
    0, 1.2, -10, 0.8, 1, -0.1, 2, -14, 3
- CCC1CCCCN1C(=O)COc1cccc2c1CCN(C)C2=O (stereo unspecified)
    0, 1.1, -3, 1.8, -36, 0.0, 5, 15, -1
- COc1ccc(Nc2nc3ccccc3n3cnnc23)cc1
    1, 0.0, 1, -0.1, -17, -0.3, 8, -15, 4
- CCOc1ccc(C(=O)c2ccccc2C(=O)O)cc1OCC
    -1, 2.0, -1, 2.0, -7, -0.3, 9, 4, -1
- CCC(=O)c1ccc(N2CCN(C(=O)c3cccc(F)c3)CC2)c(F)c1
    0, 0.8, 4, 0.5, 18, -0.6, 5, -15, 0
- CCOc1ncccc1C(=O)OCC(=O)Nc1cc(C)ccc1C
    -2, 1.4, -5, 0.0, 0, -2.1, 1, 25, -4
- N#C/C(=C(/O)C(Cl)c1ccccc1)c1nc2ccccc2s1 (stereo unspecified)
    4, 1.0, -3, -0.2, -1, 1.2, 5, 1, -2
- CCOc1ccc(N(CC(=O)Nc2c(C)n(C)n(-c3ccccc3)c2=O)S(=O)(=O)c2ccccc2)cc1
    -1, -0.1, -7, -0.5, 15, 0.8, 12, 35, 0
- CCCCn1c(CN2CCN(c3cccc(Cl)c3)CC2)nc2c1c(=O)n(C)c(=O)n2C
    -5, -0.1, 2, 0.0, 1, -0.6, 7, 24, -8
- CCCc1cc(=O)[nH]c(SCc2nc3ccccc3s2)n1
    -4, 0.9, 3, -0.1, -1, -2.4, 3, 29, 2
- O=C(C1=C(Nc2ccccc2)c2ccccc2S(=O)(=O)N1)c1ccccc1
    -10, 0.8, -4, 0.3, 2, 1.2, 3, -8, -36
- Cc1cccc(C(=O)N2CCC(=O)N(C(COCc3ccccc3)Cc3ccccc3)CC2)c1 (stereo unspecified)
    -5, -0.6, -12, 0.7, -1, 2.4, 12, 23, 2
- CCOC(=O)N1CCN(C(=O)c2ccc(N3C(=O)c4ccccc4C3=O)cc2)CC1
    -2, 0.2, -12, 3.2, 1, 1.5, 13, -48, -5
- S=C(NCCc1ccccc1)N/N=C/c1cccc(Cl)c1Cl
    0, 0.8, -8, 2.4, 2, 1.1, 15, 22, 3
- CCOc1ccc(N(CC(=O)N2CCC(Cc3ccccc3)CC2)S(C)(=O)=O)cc1
    x, -0.2, 1, -0.9, 19, 1.0, 9, 0, x
- CCOc1ccc(-c2nc(CSCC(=O)NCc3ccco3)c(C)o2)cc1
    -6, -0.3, -3, 0.1, -10, 0.2, 16, 29, -1
- COc1cccc(CN(CC(=O)NC2CCCC2)C(=O)CCC(=O)Nc2cc(C)on2)c1
    -1, -0.8, -2, -0.1, 2, -0.3, x, 0, -1
- O=C1c2ccccc2C(=O)c2c1ccc1c(=O)n(C3CCCCC3)[nH]c21
    -4, 1.2, 13, 0.7, 7, -2.8, 2, -5, -1
- Cc1cc(C)nc(SCC(=O)N2CCCCC2)n1
    -2, -1.4, -8, -0.2, 1, 1.3, 21, 6, -8
- COc1ccc(OC)c(NC(=O)c2cc3c(Cl)nc4ccccc4c3s2)c1
    -9, 0.3, -5, 0.4, 0, 1.2, 4, 6, -11
- O=C(CO/N=C/c1ccc(OC(F)F)cc1)NCc1ccco1
    1, 1.6, -5, 4.1, 22, 0.3, 4, -18, 5
- COC(=O)CNC(=O)C(NC(=O)OCc1ccccc1)C(C)C (stereo unspecified)
    1, 0.5, -5, -1.4, 27, -2.2, 3, 15, -2
- Cc1nc(C(=O)Nc2ccc(Cl)cc2)nn1-c1ccc([N+](=O)[O-])cc1
    0, 1.6, -4, 0.0, 0, -1.0, 3, -48, 1
- CCc1cccc(CC)c1C(O)c1cccnc1 (stereo unspecified)
    0, -0.5, -7, -0.1, -2, 0.6, 9, 24, 4
- C=CCOc1ccc2cccc(/C=N/NC(=O)c3cc4cc([N+](=O)[O-])ccc4s3)c2c1
    -1, 1.1, -13, 0.6, 1, -0.2, 7, -21, -9
- O=C(O)CCSc1nnc(-c2cccnc2)n1-c1ccccc1
    0, -0.1, -2, 0.3, 0, 1.3, 6, 1, 0
- CCCN(CCC)C(=O)c1ccc2c(c1)OCO2
    1, 0.1, -10, -0.3, 0, 0.6, 6, 14, -1
- CCc1ccc(Oc2cc(C)nc(N)n2)cc1
    0, 0.6, -1, x, -6, 0.1, 8, -15, 8
- CN(C(=O)COC(=O)c1n[nH]c2ccccc12)c1ccccc1
    -2, -0.5, -5, 2.6, 16, 0.7, 3, -89, 20
- O=C(COC(=O)c1ccc[nH]c1=O)NC1CCCc2ccccc21 (stereo unspecified)
    0, 0.5, -6, -0.4, 27, 0.8, 7, -4, 1
- CCN(CC)Cc1c(O)c(Cl)cc2c(C)c(C)c(=O)oc12
    83*, -0.5, -3, -0.1, 77*, -0.7, 5, 9, 91*
- CC(/C=C/c1ccc(O)cc1)=N/O
    0, 1.0, 1, 2.4, 15, 3.7, 6, 4, -4
- CC1(C)Cc2c(sc3ncnc(NNC(=S)NCc4ccccc4)c23)CO1
    11, -0.5, -5, -0.1, 1, -5.0, 3, 13, 11
- O=C(NC12CCC(O)C(SC1)/C2=N/O)c1ccccc1 (stereo unspecified)
    2, -0.1, -5, 1.1, -1, 1.2, -1, 23, 2
- CC(=O)Cn1cnc2sc(-c3ccccc3)cc2c1=O
    2, 0.5, 11, 0.6, -2, 1.2, 5, -10, -1
- CCOC(=O)c1c(C)oc2c1c(CN1CCN(CCO)CC1)c(O)c1ccccc12
    -8, 0.0, -6, 0.6, 22, -1.6, 15, -37, -16
- Cc1ccc(S(=O)(=O)/C(C#N)=C/c2c(N3CCOCC3)nc3ccccn3c2=O)cc1
    -4, 0.2, -6, 0.3, 1, -0.1, x, 23, -3
- CCC1CCCCN1CCNC(=O)CCS(=O)(=O)c1ccc(Br)cc1 (stereo unspecified)
    -2, 0.5, -3, 0.4, -1, -2.0, 10, 8, -5
- CCCCCOC(=O)Nc1nnc(CCCCC)s1
    -1, 0.8, -1, 0.1, -22, 3.4, 5, 17, -1
- CSc1nnc(C)c(=O)n1COC(=O)COc1ccc2ccccc2c1
    -1, 0.6, -9, 0.8, 5, 0.2, 11, 6, 1
- CCOC(=O)CSc1nc(N(C)C)nc(N(C)C#N)n1
    -3, 0.9, 1, 0.0, 1, -1.6, 8, 23, 2
- C=CCn1cc(/C=C2/NC(=O)NC2=O)c2ccccc21
    3, -1.3, -2, 1.9, 61*, 1.3, 6, -12, -8
- CC(C)(C)c1cnnn1-c1ccc(/C=N/Nc2ccc([N+](=O)[O-])cc2)cc1
    -28, 0.4, -8, x, 4, 1.5, 8, -28, -24
- CCCc1ccc(C(=O)NC(=O)c2ccccc2O)cc1
    -4, 1.8, 0, 0.5, -8, -6.3, 9, -36, -2
